14-3-3 PPI = modulators of 14-3-3 gamma protein binding, primary screen, biochemical, fluorescence polarization; 14-3-3 protein gamma (Homo sapiens), P61981; FP, 14-3-3gamma / TMR-pS259-Raf peptide binding; inhibition, % at 40 µM; 0.19% of 160,000 active; AID 422, 2006; in the data active means inhibition above about 30%;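 further: 0% = protein plus tracer without compound and 100% = blank with tracer alone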
Target sequence (P61981 whole entry, looked up): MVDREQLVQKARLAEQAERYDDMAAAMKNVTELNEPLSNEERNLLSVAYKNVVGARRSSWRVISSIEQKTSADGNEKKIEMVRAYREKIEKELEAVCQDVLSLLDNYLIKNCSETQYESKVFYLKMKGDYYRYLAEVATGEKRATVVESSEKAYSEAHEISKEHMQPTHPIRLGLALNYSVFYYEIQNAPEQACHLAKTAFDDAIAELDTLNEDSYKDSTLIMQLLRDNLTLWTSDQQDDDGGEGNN
* marks the source's active call; other numbers are inactive results; & = joins results of further samples. Not all compounds are listed, so the mix of outcomes need not match the whole.

SMILES	14-3-3 PPI
Cc1c(C(=O)NCc2ccco2)sc2nc(-c3ccccc3)cn12	-4
C=CCN1C(=O)C(C(C)CC)NC1=S (configuration not stated)	0
CCc1ccc(OCC(=O)N(C)C2CCS(=O)(=O)C2)cc1 (configuration not stated)	-4
COc1ccc(CSc2nc3ccccc3s2)cc1[N+](=O)[O-]	1
Cc1ccc(-c2cc(C(=O)NCC3CCCO3)no2)cc1 (configuration not stated)	-6
O=C1c2ccccc2C(=O)N1Cc1nc2ccccc2c(=O)n1CCN1CCOCC1	-4
Cc1ccc(-n2nc3c(c2NC(=O)c2ccc(S(=O)(=O)N4CCCC4)cc2)CSC3)c(C)c1	3
CCn1c(SCC(=O)Nc2cc(C)cc(C)c2)nc2c(c1=O)SC(C)C2 (configuration not stated)	2
COC(=O)C1=C(C)NC2=C(C(=O)CCC2)C1c1coc2ccccc2c1=O (configuration not stated)	3&-2
Cc1cc(C)nc(SC2=CS(=O)(=O)c3ccccc32)n1	3
CSc1ccccc1NC(=O)c1nn2c(c1Br)NC(c1ccc(Br)o1)CC2C(F)(F)F (configuration not stated)	-32
Cc1c(C(=O)NC(C)c2ccccc2)oc2ccc(S(=O)(=O)N3CCCCCC3)cc12 (configuration not stated)	0
Cn1c(C(=O)O)c(CC(=O)NC2CCCCCC2)c2ccccc21	5
COc1ccc(C(=O)N2CC(C)OC(C)C2)cc1[N+](=O)[O-] (configuration not stated)	16
COc1cc(C(=O)Nc2c[nH]c(=O)[nH]c2=O)ccc1OC(C)=O	0

In the list so far, three contain an aryl methoxy group:
SMILES	14-3-3 PPI
COc1ccc(CSc2nc3ccccc3s2)cc1[N+](=O)[O-]	1
COc1ccc(C(=O)N2CC(C)OC(C)C2)cc1[N+](=O)[O-] (configuration not stated)	16
COc1cc(C(=O)Nc2c[nH]c(=O)[nH]c2=O)ccc1OC(C)=O	0

The list goes on.
SMILES	14-3-3 PPI
O=c1c2c(nc(SCc3cccc(F)c3)n1-c1ccc(Cl)cc1)CCS2	-1
COc1ccc(S(=O)(=O)N2CCN(CCO)CC2)cc1	0
O=C(CC(=O)c1ccccc1)Nc1ccccc1C(F)(F)F	0
CCOC(=O)C1=C(C)NC(C)=C(C(=O)OCC)C1c1ccc(N(C)C)cc1	1
COc1ccc(NC(=O)c2ccc(S(=O)(=O)N3CCCCC3)cc2)cc1	-12
CC(=O)N1c2ccc(S(=O)(=O)NC(C)(C)C)cc2CC1C (configuration not stated)	-6
Nc1cc(C(=O)OCC(=O)NCc2ccco2)ccc1Cl	-3
CCOC(=O)c1ccc(N2C(=O)C(=O)/C(=C(/O)c3ccc(OC)cc3)C2c2cccc(F)c2)cc1 (configuration not stated)	-8
CCCOc1ccc(N2CC(C(=O)Nc3ccccc3C(=O)NCc3ccco3)CC2=O)cc1 (configuration not stated)	6
Cc1cccc2cc(COC(=O)c3ccco3)c(=O)[nH]c12	-8
CCOc1ccc(NC(=O)c2nn(-c3ccc(OC)cc3)c(=O)c3ccccc23)cc1	-3
COc1ccc(Cn2nnnc2C(c2ccccc2Cl)N2CCN(C)CC2)cc1 (configuration not stated)	-6
COc1ccc(Cl)cc1S(=O)(=O)N1CCN(C(=O)c2ccco2)CC1	5&-5
O=c1c2ccccc2n(Cc2cccc([N+](=O)[O-])c2)c(=O)n1C1CCCC1	1
CCCCC1CCC(C(=O)Nc2c3c(nn2-c2ccc(F)cc2)CS(=O)C3)CC1 (configuration not stated)	-4

6 of the entries above in order of their number in 14-3-3 PPI, lowest first.
SMILES	14-3-3 PPI
CCOC(=O)c1ccc(N2C(=O)C(=O)/C(=C(/O)c3ccc(OC)cc3)C2c2cccc(F)c2)cc1 (configuration not stated)	-8
CC(=O)N1c2ccc(S(=O)(=O)NC(C)(C)C)cc2CC1C (configuration not stated)	-6
CCCCC1CCC(C(=O)Nc2c3c(nn2-c2ccc(F)cc2)CS(=O)C3)CC1 (configuration not stated)	-4
CCOc1ccc(NC(=O)c2nn(-c3ccc(OC)cc3)c(=O)c3ccccc23)cc1	-3
O=C(CC(=O)c1ccccc1)Nc1ccccc1C(F)(F)F	0
CCOC(=O)C1=C(C)NC(C)=C(C(=O)OCC)C1c1ccc(N(C)C)cc1	1

(more compounds)
SMILES	14-3-3 PPI
CCOC(=O)COc1ccc2oc(C(C)(C)C)c(C(=O)OCC)c2c1	-5
O=C(Nc1ccc2c(c1)CCC2)c1cc([N+](=O)[O-])nn1Cc1ccccc1	9
O=C(Nc1ncc(S(=O)(=O)c2ccc([N+](=O)[O-])cc2)s1)c1ccc(Oc2ccccc2)cc1	-2
O=C(Cn1cnc2sc3c(c2c1=O)CCCC3)NC1CCCCC1	-4
CCN(Cc1cc2ccc(C)cc2[nH]c1=O)C(=O)c1ccncc1	-2
Cc1ccc(-c2n[nH]c(=O)c3ccccc23)cc1S(=O)(=O)NC1CCCCC1	12
CCOC(=O)C1CCCN(S(=O)(=O)c2ccc(Br)c(OC)c2)C1 (configuration not stated)	-5
O=C(O)CCC1CC(=O)Nc2ccccc21 (configuration not stated)	0
CS(=O)(=O)NCCCc1ccccc1	-19
Cc1ccc2nc(SCc3cccc(Cl)c3)nc(C)c2c1	-16
Cc1ccc(S(=O)(=O)NC(CN2CCOCC2)=NCCNS(=O)(=O)c2ccccc2)cc1	-1
Cc1ccc(CS(=O)(=O)Cc2ccc(C(=O)NC3CCCC3)o2)cc1	-1
CCSCCOC(=O)C1=C(C)NC2=C(C(=O)CCC2)C1c1cc(Br)ccc1OC (configuration not stated)	-6
COc1ccc(C2C3C(=O)N(c4ccc(C#N)cc4)C(=O)C3ON2c2ccccc2)cc1 (configuration not stated)	-6
COc1cccc(NS(=O)(=O)c2cc(Br)cc3c2N(C(C)=O)C(C)C3)c1 (configuration not stated)	-16
Cc1ccc(NC(=O)c2cc3ccccc3o2)cc1C	9
N#CCCn1c2c(c3ccccc31)CCCC2	-9
Nc1c(Nc2ccc(C(=O)O)cc2)c2ccccc2oc1=O	0
CCc1ccc(NC(=O)c2cn(C)c(=O)c3c2c2ccccc2n3C)cc1	-5
Cn1c(SCC(=O)Nc2ccccc2C(F)(F)F)nc2c([nH]c3ccccc32)c1=O	-5
O=C(NC1CCCC1)C1CCN(S(=O)(=O)N2CCCC2)CC1	0
O=C(NCc1ccc2c(c1)OCO2)c1ccc2c(=O)n(C3CCCC3)c(=O)[nH]c2c1	1
CN1CCN(S(=O)(=O)c2cccc(C(=O)Nc3ccccc3)c2)CC1	9
COc1ccc(N(C)C(=O)Cc2c(C(=O)O)[nH]c3ccc(Cl)cc23)cc1	10
COc1ccc(CCN2C(=O)CC(C(=O)Nc3cccc(C)c3)SC2=Nc2ccccc2)cc1OC (configuration not stated)	6
O=S(=O)(Nc1ccc(Br)cc1)c1ccc2nc(-c3ccccc3)[nH]c2c1	-4
COCCNC(=O)CN1CCN(C(c2ccccc2)c2ccccc2)CC1	-6
COCCNC(=O)CCS(=O)(=O)Cc1cccc(Cl)c1	0
COc1cccc(C2=CC(c3ccc(C)cc3)n3ncnc3N2)c1 (configuration not stated)	2
CCCc1cn(S(=O)(=O)c2ccc(OC)cc2OC)nc1N	4

3 entries out of the list, arranged by molecular weight, largest number first:
SMILES	14-3-3 PPI
COc1ccc(N(C)C(=O)Cc2c(C(=O)O)[nH]c3ccc(Cl)cc23)cc1	10
CCc1ccc(NC(=O)c2cn(C)c(=O)c3c2c2ccccc2n3C)cc1	-5
O=C(NC1CCCC1)C1CCN(S(=O)(=O)N2CCCC2)CC1	0

Next section:
SMILES	14-3-3 PPI
CCCCN1C=C(c2ccc3ccccc3n2)C(C[N+](=O)[O-])c2ccccc21 (configuration not stated)	-15
CSc1c(C(=O)Nc2ccccc2Cl)ccc2c1C(=O)c1ccccc1C2=O	-1
COc1ccc(C)c2sc(=NC(=O)c3ccc(C#N)cc3)n(C)c12	-2
COc1ccc(C(=O)Oc2cccc(C(=S)N3CCCCC3)c2)cc1	-4
CCSCCOC(=O)C1=C(C)NC2=C(C(=O)CC(c3ccccc3)C2)C1c1ccc(OC)c(Br)c1 (configuration not stated)	2
CCC(CC)C(=O)Nc1c2c(nn1-c1ccc(C)cc1C)CSC2	0
CC1(C)CC(=O)C2=C(C1)OC1=C(C(=O)CC(C)(C)C1)C2c1ccc(OC(=O)c2ccc(F)cc2)cc1	-3
CCCCCC(O)CCCC(=O)O (configuration not stated)	-6
COc1ccc(NC(=O)c2cc3c(CO)cnc(C)c3oc2=Nc2ccccc2)cc1Cl	1
COc1ccc(C2C(=O)N(CCc3ccccc3)CC(=O)N2C2CCCc3ccccc32)cc1 (configuration not stated)	1
CC(=O)C1=C(O)C(=O)OC1c1ccc(Br)cc1 (configuration not stated)	-15
COc1ccc(C(C)=O)cc1COC(=O)c1cc(C)oc1C	-2
Cc1ccc(CNc2nc3c([nH]2)c(=O)n(C)c(=O)n3C)cc1	-4
COC(=O)c1sc2cc([N+](=O)[O-])cc(SCC(C)C)c2c1NC(C)=O	3
O=C(CSc1nc(-c2ccccc2)nc2c1CCCC2)N1CCOCC1	0
COc1ccccc1N(CN1CCCC1=O)C(=O)COc1ccccc1	-11
CCCOc1ccccc1C1NC(=O)NC(C)=C1C(=O)OCCSC (configuration not stated)	-3
COc1ccc(C)cc1-n1nnnc1SCC(=O)NC(=O)NCc1ccco1	-4
O=C1C2ON(c3ccccc3)C(c3ccc(C(F)(F)F)cc3)C2C(=O)N1c1ccc(F)cc1 (configuration not stated)	-2
CC1(C)CC(=O)c2c(oc3ccc(NS(=O)(=O)c4cccs4)cc23)C1	-2
COc1ccc(N2CCN(C(=O)CCN3C(=O)C4C5C=CC(C5)C4C3=O)CC2)cc1 (configuration not stated)	-2
Cn1c(COc2ccc([N+](=O)[O-])cc2)c(C#N)c2ccccc21	-8
CN(C)c1ccc(C2CC(=O)C3=C(C2)Nc2ccccc2NC3c2ccccc2)cc1 (configuration not stated)	-6
Nc1ccc(Cc2ccc(N)c([N+](=O)[O-])c2)cc1[N+](=O)[O-]	-5
COc1cccc(OC)c1OCCNCCO	-1
CCOC(=O)N1CCN(c2c(NCCCOC(C)C)c(=O)c2=O)CC1	-4
O=C(CCN1C(=O)C2C3C=CC(C3)C2C1=O)Nc1ccc(OCc2ccccc2)cc1 (configuration not stated)	-13
Cc1nc2c(oc3ccccc32)c(=O)[nH]1	-7
CCc1c(-c2ccccc2)n(CCCOC)c2nc3c(c(=O)n(C)c(=O)n3C)n12	3
Cc1ccc(C)c(NC(=O)C2CC(O)CN2C(=O)OCc2ccccc2)c1 (configuration not stated)	6

Overlap with the part before: four entries, then new ones.
SMILES	14-3-3 PPI
O=C(CCN1C(=O)C2C3C=CC(C3)C2C1=O)Nc1ccc(OCc2ccccc2)cc1 (configuration not stated)	-13
Cc1nc2c(oc3ccccc32)c(=O)[nH]1	-7
CCc1c(-c2ccccc2)n(CCCOC)c2nc3c(c(=O)n(C)c(=O)n3C)n12	3
Cc1ccc(C)c(NC(=O)C2CC(O)CN2C(=O)OCc2ccccc2)c1 (configuration not stated)	6
CCc1ccc(-c2nc(-c3cc4cc([N+](=O)[O-])ccc4oc3=O)sc2CC)cc1	-35
Cc1ccc(C)c(Cc2c(C)nc3c(C(=O)NCc4ccccc4Cl)cnn3c2C)c1	-8
COc1ccc(Nc2cc(N3CCOCC3)c3nonc3c2[N+](=O)[O-])cc1	-7
COc1ccc2nc3oc(C(=O)NCCCN4CCc5ccccc5C4)cc3cc2c1	-19
COc1cccc(C(=O)OCCN2CCOCC2)c1	-6
O=C(CCCCCNc1nc(=S)[nH]c2ccccc12)N1CCN(c2ccccn2)CC1	3
CCN(c1ccccc1)S(=O)(=O)c1ccc(C(=O)Nc2nnc(C3CC3)o2)cc1	4
Cc1c(Cl)c([N+](=O)[O-])nn1CC(=O)NC(C)c1ccccc1 (configuration not stated)	4
O=C(CCCn1c(=S)[nH]c2cc3c(cc2c1=O)OCO3)NCc1ccccc1	-1
O=C(CSc1c[nH]c2ccccc12)Nc1ccc(F)cc1	2
COc1cccc(S(=O)(=O)N2CCN(Cc3ccc4c(c3)OCO4)CC2)c1	-1
COc1ccc(NC(=O)c2ccc(OC)c(S(=O)(=O)N3CCOCC3)c2)cc1	3
CN(Cc1ccccc1)C(=O)c1cc(N2C(=O)C3C4CCC(C4)C3C2=O)ccc1Cl (configuration not stated)	2
CCc1ccc(NC(=O)N(C2CCCCC2)C(C)c2ccccn2)cc1 (configuration not stated)	-1
COC(=O)Nc1sccc1C(=O)Nc1sccc1C(=O)OC	-43
O=C(C1CCN(S(=O)(=O)N2CCCCC2)CC1)N1CCCC1	-11
Clc1ccc(-c2nnc(-c3ccccc3)o2)c(Cl)c1	-3
CC(=O)Nc1nc2cc3sc(NC(C)=O)nc3cc2s1	-5
CC(C)n1c(-c2cccnc2)nc2cnccc21	-1
CCOc1ccc(NS(=O)(=O)c2ccc(OCC(=O)NCCCOC)cc2)cc1	0
Cn1nc(CC(=O)Nc2cccc(F)c2)c2ccccc2c1=O	1
COCCCn1c(=N)c(C(=O)NCc2ccco2)cc2c(=O)n3ccccc3nc21	-6
Cc1cccc(CN2C(=O)CSc3ccc(C(=O)NCC4COc5ccccc5O4)cc32)c1 (configuration not stated)	-13
O=C(NCC(=O)N1CCC(N2CCCCC2)CC1)C1CCCCC1	-7&-8
O=C(c1cccc2c1C(=O)N(Cc1cccnc1)C2)N1CCN(c2ccccc2)CC1	-6
O=S(=O)(NCCCCCNS(=O)(=O)c1ccc(F)cc1)c1ccc(F)cc1	1
CCN(Cc1ccccc1)C(=O)Cn1c(=O)n(CCc2ccccc2)c(=O)c2c(C)c(C)sc21	-4
CCOc1ccc(C2C3=C(CCCC3=O)N(CC(=O)O)C3=C2C(=O)CCC3)cc1OC	-5
COCCOC(=O)C1=C(C)N=C2SCCC(=O)N2C1c1cccc(Br)c1 (configuration not stated)	-4
COc1ccc(-c2n[nH]c(=S)n2-c2ccc(Br)cc2)cc1OC	-7
O=C(CN1CCSCC1)N1CCc2[nH]c3ccc(Br)cc3c2C1	-1
Cn1c(N2CCCC2)nc2c1c(=O)n(Cc1cccc(F)c1)c(=O)n2C	0
CCSCCOC(=O)C1=C(C)NC2=C(C(=O)CC(c3ccccc3OC)C2)C1c1ccccc1F (configuration not stated)	-9
COC(=O)c1ccc2c(=O)n(CCc3ccc(S(N)(=O)=O)cc3)c(SCc3cccc(Br)c3)nc2c1	1
CCCCCn1c(=S)[nH]c2cc(C(=O)N(CC)CC)ccc2c1=O	-10
C=CCNc1nc2c(c(=O)n(C)c(=O)n2C)n1CC	-3
Cc1ccc(-c2cc(C(=O)O)c3cc(Br)ccc3n2)s1	-6&1

Compound activity as filed in PubChem BioAssay.
